Compound activity: PubChem, University of Kansas High Throughput Screening Laboratory
Pf apPOL inh = Pf-apPOL DNA polymerase inhibition; Recombinant Pf-apPOL, molecular beacon fluorescence, 1.5 h; inhibition, % at 10 µM; 210,000 tested, 0.25% active
mHTT-CaM PPI inh = mHTT-calmodulin interaction abrogation | P42858 | AlphaScreen His-mHTT/GST-CaM binding, luminescence | inhibition, % at 15 µM | 190,000 tested, 3.6% active | AID 1671202;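 also: 0% = both proteins with DMSO and 100% = one protein alone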
Target sequence (P42858 whole entry, looked up, stated change not applied): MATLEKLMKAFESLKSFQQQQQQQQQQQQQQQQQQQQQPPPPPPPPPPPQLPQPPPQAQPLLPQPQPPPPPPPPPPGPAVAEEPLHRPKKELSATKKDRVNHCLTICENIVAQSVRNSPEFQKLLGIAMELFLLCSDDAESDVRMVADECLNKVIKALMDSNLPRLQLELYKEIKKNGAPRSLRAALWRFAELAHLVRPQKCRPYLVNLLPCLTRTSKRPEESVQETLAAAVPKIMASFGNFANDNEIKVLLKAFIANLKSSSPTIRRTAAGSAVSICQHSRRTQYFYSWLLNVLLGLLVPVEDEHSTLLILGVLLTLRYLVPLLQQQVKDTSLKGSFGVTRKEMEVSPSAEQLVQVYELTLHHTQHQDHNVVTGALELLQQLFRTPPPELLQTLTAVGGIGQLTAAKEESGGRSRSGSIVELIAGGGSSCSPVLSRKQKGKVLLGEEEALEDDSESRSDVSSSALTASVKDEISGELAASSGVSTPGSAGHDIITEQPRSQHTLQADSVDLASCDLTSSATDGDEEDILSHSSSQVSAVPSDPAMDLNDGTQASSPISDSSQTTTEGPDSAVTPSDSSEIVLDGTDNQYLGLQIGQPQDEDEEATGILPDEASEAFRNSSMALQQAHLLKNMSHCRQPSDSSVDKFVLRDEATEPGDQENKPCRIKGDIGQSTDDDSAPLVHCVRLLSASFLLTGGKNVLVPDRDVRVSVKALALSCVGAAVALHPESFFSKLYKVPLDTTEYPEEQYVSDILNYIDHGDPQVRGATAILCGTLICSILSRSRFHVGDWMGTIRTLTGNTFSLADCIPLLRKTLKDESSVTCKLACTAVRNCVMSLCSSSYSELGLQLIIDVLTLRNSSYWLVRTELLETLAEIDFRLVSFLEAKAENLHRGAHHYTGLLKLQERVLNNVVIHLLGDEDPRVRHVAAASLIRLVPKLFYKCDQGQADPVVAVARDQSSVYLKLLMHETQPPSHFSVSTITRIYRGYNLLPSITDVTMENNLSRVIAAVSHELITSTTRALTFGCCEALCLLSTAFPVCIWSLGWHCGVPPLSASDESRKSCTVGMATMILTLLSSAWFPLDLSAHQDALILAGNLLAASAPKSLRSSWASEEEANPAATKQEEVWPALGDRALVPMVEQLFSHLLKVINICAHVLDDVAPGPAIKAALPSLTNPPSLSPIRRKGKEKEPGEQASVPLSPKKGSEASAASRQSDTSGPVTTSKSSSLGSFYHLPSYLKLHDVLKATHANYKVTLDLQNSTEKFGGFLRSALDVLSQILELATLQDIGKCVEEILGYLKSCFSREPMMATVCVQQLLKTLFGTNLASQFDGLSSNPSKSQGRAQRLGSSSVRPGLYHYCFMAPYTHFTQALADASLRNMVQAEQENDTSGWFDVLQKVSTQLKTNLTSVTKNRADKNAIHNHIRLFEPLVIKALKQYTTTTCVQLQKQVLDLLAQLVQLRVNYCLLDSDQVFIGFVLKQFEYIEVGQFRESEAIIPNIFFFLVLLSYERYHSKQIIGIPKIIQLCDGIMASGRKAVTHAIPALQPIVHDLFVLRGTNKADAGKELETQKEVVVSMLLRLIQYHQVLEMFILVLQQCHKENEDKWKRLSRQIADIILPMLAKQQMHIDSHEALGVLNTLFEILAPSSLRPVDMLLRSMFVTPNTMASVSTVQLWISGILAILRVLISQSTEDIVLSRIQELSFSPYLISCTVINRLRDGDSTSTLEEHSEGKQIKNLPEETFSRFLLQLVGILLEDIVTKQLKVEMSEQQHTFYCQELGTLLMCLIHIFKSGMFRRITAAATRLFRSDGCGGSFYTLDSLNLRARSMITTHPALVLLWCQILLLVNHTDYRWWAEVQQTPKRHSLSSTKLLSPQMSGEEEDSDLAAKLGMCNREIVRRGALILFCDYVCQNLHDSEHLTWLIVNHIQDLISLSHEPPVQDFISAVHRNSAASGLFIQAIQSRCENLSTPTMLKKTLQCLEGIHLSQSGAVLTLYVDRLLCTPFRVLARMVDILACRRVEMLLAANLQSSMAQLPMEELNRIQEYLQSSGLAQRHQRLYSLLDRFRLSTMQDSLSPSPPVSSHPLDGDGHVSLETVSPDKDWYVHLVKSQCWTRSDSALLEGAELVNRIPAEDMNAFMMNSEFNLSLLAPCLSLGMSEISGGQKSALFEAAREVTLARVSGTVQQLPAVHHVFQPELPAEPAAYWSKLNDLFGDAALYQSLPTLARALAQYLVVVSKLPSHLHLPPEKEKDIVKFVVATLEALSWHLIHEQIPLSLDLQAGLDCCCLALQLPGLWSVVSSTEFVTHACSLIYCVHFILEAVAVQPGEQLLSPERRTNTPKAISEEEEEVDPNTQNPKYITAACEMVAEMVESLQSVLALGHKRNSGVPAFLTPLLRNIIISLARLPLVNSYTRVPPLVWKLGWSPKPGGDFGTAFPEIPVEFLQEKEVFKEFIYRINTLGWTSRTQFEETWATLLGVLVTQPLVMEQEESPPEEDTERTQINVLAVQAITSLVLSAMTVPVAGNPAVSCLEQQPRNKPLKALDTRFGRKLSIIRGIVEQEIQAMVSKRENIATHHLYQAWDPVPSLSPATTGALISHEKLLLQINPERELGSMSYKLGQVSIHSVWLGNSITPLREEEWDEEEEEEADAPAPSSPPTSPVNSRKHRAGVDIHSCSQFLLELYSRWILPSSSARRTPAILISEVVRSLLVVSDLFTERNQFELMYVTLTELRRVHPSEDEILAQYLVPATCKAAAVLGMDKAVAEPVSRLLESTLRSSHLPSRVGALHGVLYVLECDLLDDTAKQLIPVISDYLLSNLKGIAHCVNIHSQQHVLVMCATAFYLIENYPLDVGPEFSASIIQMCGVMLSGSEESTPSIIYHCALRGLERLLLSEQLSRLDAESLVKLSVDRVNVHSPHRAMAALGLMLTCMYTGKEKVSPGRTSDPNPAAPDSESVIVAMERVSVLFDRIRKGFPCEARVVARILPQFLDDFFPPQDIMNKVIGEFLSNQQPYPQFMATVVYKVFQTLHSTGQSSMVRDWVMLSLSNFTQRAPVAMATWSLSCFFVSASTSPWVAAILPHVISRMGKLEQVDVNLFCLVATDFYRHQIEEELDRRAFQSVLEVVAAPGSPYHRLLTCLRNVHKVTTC
* marks the source's active call; other numbers are inactive results; i = inactive; . = no result given; & = joins results of further samples. Rule as the data show it: active = inhibition above about 50%; inactive = the rest.

mol	Pf apPOL inh	mHTT-CaM PPI inh
CN(C)S(=O)(=O)N1CCN(c2ccc(F)cc2)CC1	.	-3
Cn1c(Cc2nn(C)c(=O)c3ccccc23)nnc1SCC(=O)c1ccc(Cl)cc1Cl	3	.
Cc1nn2c(=O)/c(=C/c3ccc(-c4ccc(Br)cc4)o3)sc2nc1=O	-3	11
CC(C)(C)OC(=O)NCCc1ccccc1/C=C/S(=O)(=O)NCc1ccccc1	-1	0
COc1ccc(C2C(C(C)=O)=C(O)C(=O)N2CCCC(=O)O)c(OC)c1 (stereo unspecified)	-2	0
C=CCn1c(=N)c(C(=O)NCc2cccnc2)cc2c(=O)n3ccccc3nc21	-7	-4
Fc1ccccc1OCCn1ccnc1	-5	1
O=C(Nc1ccccc1)C1C(c2ccccc2)=C1c1ccccc1	-10	-2
Clc1nc(N2CCOCC2)nc(N2CCOCC2)n1	-4	-2
COc1cc(/C=C2/N=C(c3ccccc3[N+](=O)[O-])OC2=O)cc(OC)c1OC	4	3
CC(C)(C)NC(=O)N1CCC(CNC(=O)C(=O)Nc2ccccc2Cl)CC1	0	-8
COCCNC(=O)C(=O)NCC(O)c1ccc(C)o1 (stereo unspecified)	-2	-7

2 records drawn at random from those above:
mol	Pf apPOL inh	mHTT-CaM PPI inh
Cc1nn2c(=O)/c(=C/c3ccc(-c4ccc(Br)cc4)o3)sc2nc1=O	-3	11
CC(C)(C)OC(=O)NCCc1ccccc1/C=C/S(=O)(=O)NCc1ccccc1	-1	0

The listing picks up, repeating the 3 entries before the break.
mol	Pf apPOL inh	mHTT-CaM PPI inh
COc1cc(/C=C2/N=C(c3ccccc3[N+](=O)[O-])OC2=O)cc(OC)c1OC	4	3
CC(C)(C)NC(=O)N1CCC(CNC(=O)C(=O)Nc2ccccc2Cl)CC1	0	-8
COCCNC(=O)C(=O)NCC(O)c1ccc(C)o1 (stereo unspecified)	-2	-7
CC1SC2(C(=O)Nc3ccccc32)N(c2ccc(F)cc2)C1=O (stereo unspecified)	2	1
COC(=O)c1sc(-c2ccc(C(C)(C)C)cc2)cc1NC(=O)CCC(=O)O	46	.
Cc1cccc(N2C(=O)CSC2c2ccccc2)c1 (stereo unspecified)	7	-2
C[n+]1cc(-c2ccc3cccc([N+](=O)[O-])c3n2)cc2ccccc21	0	9
CC(C)CC1C(C#N)=C(N)SC(N)=C1C#N	5	1
CC(C)Sc1nc2c(c(=O)n1-c1ccc(Cl)cc1)SCC2	0	4
O=c1c(Cl)c(Cl)cnn1Cc1ccccc1Cl	-2	0
COC(=O)c1sc(-c2cccs2)cc1N1C(=O)C=CC1=O	-5	.
O=c1/c(=C/c2cccnc2)sc2n1CN(c1ccc([N+](=O)[O-])cc1)CN=2	-2	-1
COc1cc([N+](=O)[O-])cc(C=NCCCNC(=O)/C=N/O)c1O	21	i
CCSc1nnc(-c2ccc(Cl)cc2Cl)o1	-12	-40
Cc1oc(C2CCN(C(=O)c3ccc(C#N)cc3)CC2)nc1C(=O)N1CCCCC1	0	-10

Complete entries, looked up by structure.
Cn1c(Cc2nn(C)c(=O)c3ccccc23)nnc1SCC(=O)c1ccc(Cl)cc1Cl reads Pf apPOL inh: 3; mHTT-CaM PPI inh: .
COC(=O)c1sc(-c2ccc(C(C)(C)C)cc2)cc1NC(=O)CCC(=O)O reads Pf apPOL inh: 46; mHTT-CaM PPI inh: .
O=c1c(Cl)c(Cl)cnn1Cc1ccccc1Cl reads Pf apPOL inh: -2; mHTT-CaM PPI inh: 0

(listing goes on)
mol	Pf apPOL inh	mHTT-CaM PPI inh
COc1ccc(NCc2cccnc2)cc1	-7	3
Cc1cc(C)n(-c2cc(-n3cccn3)ncn2)n1	4	2
N#Cc1ccc(C2Oc3ccccc3C3CC(c4ccccc4)=NN32)cc1 (stereo unspecified)	-9	1&14
O=C(NCc1cccs1)N1CCN(S(=O)(=O)C2CC2)CC1	5	-3
CCCOc1ccc(CNC(=O)C2CCc3nc(N4CCOCC4)ncc3C2)cc1 (stereo unspecified)	-7	5
CCOC(CNC(=O)c1cnn2c(C)c(Cc3c(F)cccc3Cl)c(C)nc12)OCC	-13	17
COC(=O)c1cnc2nc(C)ccc2c1Nc1ccc(OC)c(Cl)c1	0	34
O=C1NC2(CCN(C(=O)c3ccc(F)c(F)c3)CC2)Nc2c(Cl)cccc21	-3	14
COc1ccc(OC)c(S(=O)(=O)NCCOC23CC4CC(CC(C4)C2)C3)c1	-4&-4	-4&-4&3
O=C(O)c1ccc(Nc2cc(N3CCOCC3)c3noc4c3c2C(=O)c2ccccc2-4)cc1	-3	55*
COc1cc(OC)cc(-c2nc(-c3ccc(C)cc3)no2)c1	8	-25
O=C(Nc1ccc(OC(F)(F)F)cc1)OC1CN(C(c2ccccc2)c2ccccc2)C1	-4	.

Of the compounds above, these contain a thiophene ring, fused or not:
mol	Pf apPOL inh	mHTT-CaM PPI inh
COC(=O)c1sc(-c2ccc(C(C)(C)C)cc2)cc1NC(=O)CCC(=O)O	46	.
COC(=O)c1sc(-c2cccs2)cc1N1C(=O)C=CC1=O	-5	.
O=C(NCc1cccs1)N1CCN(S(=O)(=O)C2CC2)CC1	5	-3

(cont.)
mol	Pf apPOL inh	mHTT-CaM PPI inh
CC1Oc2ccccc2C=C1/C=C(\C#N)C(=O)NC1CCS(=O)(=O)C1 (stereo unspecified)	-3	16
CC1CC(C)CN(C(=O)c2ccc(SCc3cccnc3)c([N+](=O)[O-])c2)C1 (stereo unspecified)	0	8
Cc1cc2c(N)c(C(N)=O)sc2nc1-c1ccc(F)cc1	5	3
Cn1cc2c3c(cccc31)CN(C(=O)c1ccc(F)c(Cl)c1)CC2	-3	25
CCCNC(=O)C1CC(=O)N(c2ccc3c(c2)CCN3C(=O)C2CC2)C1 (stereo unspecified)	-2	1
Cc1c(NC(=O)C2CC(c3ccc(F)cc3)=NO2)c(=O)n(-c2ccccc2)n1C (stereo unspecified)	-3	-7
CC(C)(C)c1ccc(OCC(O)CN2CCN(Cc3ccc4c(c3)OCO4)CC2)cc1 (stereo unspecified)	-1	24
CCCn1c(=O)cc(N2CCN(C(=O)CC)CC2)c2cc(C)ccc21	-1	7
CCn1c(=O)c(N2CCN(S(=O)(=O)c3ccc4c(c3)CCC4)CC2)nc2ccncc21	-1	-2
CCOc1cc(C(=O)Nc2ccc3c(c2)OCCO3)cc(OCC)c1OCC	10	17
Cc1nc(-c2cccc(F)c2)sc1C(=O)NC(C)C	-7	0
Cc1ccc(SC[C@H](Cc2ccccc2)N2CC[C@@H](NC(=O)OCc3ccccc3)CCC2=O)cc1	-5	25

The list goes on:
mol	Pf apPOL inh	mHTT-CaM PPI inh
C#CCOc1c(I)cc(/C=C2\NC(=O)NC2=O)cc1OC	-5	41
O=C(O)C1(C#Cc2ccccc2)C2CCCCC21 (stereo unspecified)	-8	-1
N#CCCN(Cc1ccccc1)C(=O)CSCC(=O)O	7	.
O=[N+]([O-])c1c(Sc2ncnc3ccccc23)cc(Cl)c2nsnc12	3	15
C/C=C(\C)CN1CCN(CC)CC1	-2	6
O=c1cc(-c2ccc3c(c2)OCO3)[nH][nH]1	.	1
COc1ccc(NC(=O)c2cc(C(C)C)n3nccc3n2)c(C)c1	1	-4
O=C(O)CCCC(=O)Nc1ccc(N=Nc2ccccc2)cc1	4	10
Cc1cccc(C(=O)N2CCC(COc3ccc(C(=O)N4CCCCC4)cc3)CC2)c1	-8	6
CCc1ccc(NC(=O)CSc2nnc(-c3ccc(OC)c(OC)c3)n2-c2ccccc2)cc1	-4	16
O=C(Nc1c2c(nn1-c1ccc([N+](=O)[O-])cc1)CSC2)c1ccc(C(=O)c2ccccc2)cc1	-5	8
O=C1N/C(=C\c2ccc(Br)cc2)C(=O)N1Cc1ccc(Br)cc1	3	-3

Additional results follow:
mol	Pf apPOL inh	mHTT-CaM PPI inh
Clc1cccc(Cl)c1SCc1ccc(-c2ncns2)cc1	-4	.
O=C(O)CCCC(=O)N1N=C(c2ccc(Br)cc2)CC1c1ccccc1O (stereo unspecified)	-47	1
Cn1c(C(C#N)=C(O)c2cccc(N3C(=O)CCC3=O)c2)nc2ccccc21	-2	1
O=C(c1ccc([N+](=O)[O-])cc1)N1CCN(Cc2ccc3c(c2)OCO3)CC1	-5	2
CCOC(=O)N1CCN(C/C(C)=C/c2ccccc2)CC1	-1	-17
CC(=O)c1cccc(NC(=O)c2csc3nc(-c4ccc(F)cc4)cn23)c1	-1	11
Cc1ccc(CSc2n[nH]c(N)n2)c(C)c1	-3	-5
O=C(Nc1ccncc1)c1ccc2c(c1)C(=O)N(CC1CCCO1)C2=O (stereo unspecified)	-3	4
Cc1cc(C)cc(-n2nnc(C(=O)NCCc3ccccc3)c2N)c1	1	6
CCOc1ccccc1/C=C1\N=C(c2ccc(C)c(C)c2)OC1=O	6	-3
COc1cccc2c1OC(c1ccc(F)c(F)c1)N1N=C(c3ccco3)CC21 (stereo unspecified)	-18	14
Nc1ccc(S(=O)(=O)NCCc2ccccc2)cc1	-4	-5

Next records:
mol	Pf apPOL inh	mHTT-CaM PPI inh
Cc1ccc(OCC(=O)N2CCN(c3ccccc3)CC2)cc1C	-8	-3
O=C(COc1ccc(F)c(F)c1)N1CCc2nc3cc(-c4ccccc4)[nH]n3c(=O)c2C1	-6	19
Cc1nc2cc(N3CC(C(=O)Nc4cccc(Br)c4)CC3=O)ccc2o1 (stereo unspecified)	-3	-3
COc1cc(/C=C2/NC(=O)N(Cc3ccc(Cl)cc3)C2=O)cc(OC)c1OC	0	38
O=C(O)C1CCCCC1C(=O)Nc1nc(-c2ccc(Cl)s2)cs1 (stereo unspecified)	-1	16
Cc1ccc(CN2C(=O)NC3(CCN(C(=O)Cc4ccccc4Cl)CC3)C2=O)cc1	-5	5
CCSc1ccsc1C1C(C#N)=C(N)N(c2ccccc2F)C2=C1C(=O)CCC2 (stereo unspecified)	-6	43
CC(=O)Oc1ccc2c(c1)OC(=Cc1sccc1C)C2=O	-11	0
CC(C)C(=O)Nc1ccc2ncnc(N3CCCC3)c2c1	1	5
Cc1ccc(C(=O)Nc2c3c(nn2-c2cccc(Cl)c2)CS(=O)(=O)C3)cc1C	0	13
CSc1cccc(NC(=O)N2CCC(N3CCN(Cc4ccc(F)cc4)C3=O)CC2)c1	-9	15
Cc1ccccc1C(=O)Nc1cc(F)c2nc(N3CCOCC3)ccc2c1	-1	-4

New compounds follow.
mol	Pf apPOL inh	mHTT-CaM PPI inh
Cc1ccc(NC(=O)C2(S(=O)(=O)c3ccc(Cl)cc3)CC2)cc1F	84*	-22
Cc1ccnc(Oc2ccc(C(=O)Nc3ccccc3Cl)cc2)n1	-11	-14
CCc1c(C)[nH]n(CCC#N)c1=O	-2	-4
CC(=O)CSc1nsc(SCC(C)=O)c1C#N	-3	30
Cc1ccccc1CNC1CCN(c2ccc(C(=O)Nc3ccccc3)cn2)C1 (stereo unspecified)	3&-5	0&8
O=C(NCCCN1CCCC1)C1CCCN(c2ncc(-c3cccc(F)c3)cn2)C1 (stereo unspecified)	-3	38
NNC(=O)Cn1c2ccccc2c2ccccc21	-2	.
Cn1c2c(c(=O)n(C)c1=O)C(c1cccc([N+](=O)[O-])c1)C1=C(CC(C)(C)CC1=O)N2 (stereo unspecified)	5	1
CCOC(=O)Oc1c(Cl)cc2oc(=O)sc2c1Cl	2	77*
COc1cccc(Cn2cccc(S(=O)(=O)N3CCCCCC3)c2=O)c1	-4	-2
COC(=O)c1cc(C=NNC(N)=O)cn1C	-11	.
O=C(Nc1cccc([N+](=O)[O-])c1)c1cc2cc(Br)cc(Br)c2oc1=O	1	3

Next section
mol	Pf apPOL inh	mHTT-CaM PPI inh
CC(C)OC(=O)c1ccc([N+](=O)[O-])cc1	-4	.
Cc1ccc(C2CC(C(F)(F)F)n3nc(C(=O)Nc4ccc(C#N)cc4)cc3N2)cc1 (stereo unspecified)	-4	5
CC(=O)N1CCc2cc(N3CC(C(=O)Nc4ccccc4)CC3=O)ccc21 (stereo unspecified)	-9	-2
O=C(NCCc1ccc(Cl)cc1)c1ccc(CS(=O)(=O)Cc2ccc(Cl)cc2)o1	-12	1
CCC(NC(=O)c1cncc(Br)c1)c1ccccc1 (stereo unspecified)	-10	2
O=C(NC1CCCC1)C1CCc2sc(C(=O)N3CCCC3)cc2C1 (stereo unspecified)	-1	-2
COc1ccccc1CNC(=O)c1cc2n(n1)CCCN(Cc1ccc(Cl)cc1)C2=O	-3	15
Cc1cc(I)ccc1N=Cc1nc(-c2ccc([N+](=O)[O-])cc2)oc1O	-2	6
Cc1ccc(-c2nccn3cc(C(=O)NCc4cccnc4)nc23)cc1	6	8
Cc1ccc(-n2cc(C(=O)NC(C)C)c3ccccc3c2=O)cc1C	-4	5
O=C(Nc1nnc(CCS(=O)(=O)c2ccc(Cl)cc2)s1)c1ccc(F)cc1	1	0
COc1ccc(-c2nnc3c4cnn(-c5ccc(C)cc5)c4ncn23)cc1	-5	2

Continuation:
mol	Pf apPOL inh	mHTT-CaM PPI inh
Cc1c(Br)c([N+](=O)[O-])nn1CCCC(=O)NC1CCCCC1	-4	2
CC1CN(C(=O)/C=C/c2ccc3c(c2)OCO3)CC(C)O1 (stereo unspecified)	-6	-4
COc1ccc(-c2nnc(SCC(=O)Nc3cccc(C)c3C)o2)cc1	-7	-2
O=C(NCc1cccs1)C1CCc2sc(C(=O)N3CCCCCC3)cc2C1 (stereo unspecified)	-7	7
CCN(CC)c1ccc(/C=C2\SC(=O)N(CNc3ccccc3OC)C2=O)cc1	-6	35

Compounds were not picked by outcome. Share with any hit: about 3.5%.
